Source: PubChem BioAssay (Broad Institute)
S100A4 MyoIIA – S100A4-myosin IIA interaction inhibition; S100A4/TAMRA-MyoIIA peptide fluorescence polarization; 0.14% of 360,000 active; P26447; inhibition, % at 10.7 µM; AID 652163;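 active means mean inhibition of at least 70% across replicates, with every replicate also reaching that level; inconclusive means mean inhibition reaches 70% but some replicates fall short; inactive means mean inhibition below 70%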
Target sequence (P26447 whole entry, looked up): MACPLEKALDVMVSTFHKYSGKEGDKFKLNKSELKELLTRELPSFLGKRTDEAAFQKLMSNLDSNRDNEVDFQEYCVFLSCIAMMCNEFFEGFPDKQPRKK
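Assay system: human S100A4 monomer with TAMRA-labelled myosin IIA peptide / Buffer or medium: Calcium-containing HEPES buffer, pH 7.2 / Reagent: TAMRA-labelled myosin IIA heavy-chain peptide probe, 5 nM / Compound: one dose per compound / Timing: polarization read 5 min after assay mix addition, stable 5–60 min / Benchmarks: neutral control DMSO, positive control TFP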
SIRT5 inh – sirtuin-5 (human) deacylase inhibition; 1.1% of 330,000 active; AID 652115; Purified SirT5, succinyl-peptide AMC, trypsin-coupled fluorescence; Q9NXA8; inhibition, % at 15 µM; in the data active means inhibition above about 15%; inconclusive means no clear call, values can overlap the other calls
LGR2 antag – blocks bursicon-induced cAMP signaling via Drosophila LGR2; 0.35% of 380,000 active; inhibition, % at 9.99 µM; HEK293 LGR2, CRE-luciferase, bursicon-stimulated, 4 h; AID 720647;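 active means drop in luminescence signal, shown as inhibition above about 50% in the replicate tests, limit read from the data, passing the limit was not always enough; inconclusive means probably only some replicates passing the limit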;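 further: agonist challenge used bursicon conditioned medium at about half maximal strength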
Statin myotox sup – protects C2C12 myotubes from simvastatin toxicity. ATP luminescence, 48 h; scaled: DMSO 0, geranylgeraniol control 100. rescue of ATP level, % at 7.49 µM. 0.78% of 330,000 active. AID 602340;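 active means mean ATP rescue above about 67%, or every replicate alone reaching that limit, limit read from the data, passing the limit was not always enough; inconclusive means no clear call, values can overlap the other calls; inactive means mean under the limit and some replicate under it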;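 further: myotubes were challenged with 10 µM simvastatin during compound exposure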
ERAP1 HTS inh – ERAP1 (human) enzyme inhibition; AID 652197; Q9NZ08; 0.15% of 340,000 active; recombinant ERAP1, Leu-AMC fluorescence, 60 min; inhibition, % at 10.7 µM;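 active means mean replicate inhibition of at least 30%, or all replicates individually reaching that 30% level; inactive means mean below 30% and not every replicate reaching it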;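 further: 0% = neutral control wells and 100% = L-leucinethiol positive control wells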
Target sequence (Q9NZ08 whole entry, looked up): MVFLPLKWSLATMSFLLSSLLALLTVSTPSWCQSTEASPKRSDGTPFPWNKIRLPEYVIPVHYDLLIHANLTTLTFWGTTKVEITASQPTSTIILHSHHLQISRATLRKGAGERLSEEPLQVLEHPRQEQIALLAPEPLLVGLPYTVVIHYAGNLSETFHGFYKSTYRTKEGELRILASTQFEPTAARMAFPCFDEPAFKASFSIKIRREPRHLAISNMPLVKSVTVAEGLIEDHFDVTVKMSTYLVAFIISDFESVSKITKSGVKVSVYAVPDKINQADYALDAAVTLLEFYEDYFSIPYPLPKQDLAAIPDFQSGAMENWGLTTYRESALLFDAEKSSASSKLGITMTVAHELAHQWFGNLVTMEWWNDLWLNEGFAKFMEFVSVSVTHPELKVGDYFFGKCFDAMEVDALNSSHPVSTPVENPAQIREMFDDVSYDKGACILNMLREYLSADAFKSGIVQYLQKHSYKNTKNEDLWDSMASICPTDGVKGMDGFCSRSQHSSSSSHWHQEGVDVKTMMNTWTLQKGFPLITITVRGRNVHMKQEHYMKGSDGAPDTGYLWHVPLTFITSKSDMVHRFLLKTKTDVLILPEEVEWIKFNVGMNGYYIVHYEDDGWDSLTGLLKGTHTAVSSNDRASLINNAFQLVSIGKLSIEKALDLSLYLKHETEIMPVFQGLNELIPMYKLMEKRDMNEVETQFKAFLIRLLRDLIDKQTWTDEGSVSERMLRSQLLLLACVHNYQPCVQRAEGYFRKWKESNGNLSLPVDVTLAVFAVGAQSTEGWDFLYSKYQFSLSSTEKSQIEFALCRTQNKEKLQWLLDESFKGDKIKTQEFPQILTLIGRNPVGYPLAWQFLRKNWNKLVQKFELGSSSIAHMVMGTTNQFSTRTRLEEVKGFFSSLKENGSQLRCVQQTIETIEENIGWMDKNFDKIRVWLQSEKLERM
XiGFP reactiv – activators of X-chromosome reactivation in mouse fibroblasts | XiGFP mouse fibroblasts, % GFP-positive cells imaging, 3 d; cells co-treated with 5-aza-dC sensitizer; scaled so ellipticine positive control = 100% | activation, % at 7.58 µM | 0.055% of 360,000 active;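 active means mean normalized replicate activation at least 10% and every replicate at or above 10%; inconclusive means only one of the two criteria met; inactive means mean below 10% and not all replicates reach 10%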;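 further: 0% = median of on-plate neutral control wells and 100% = ellipticine 6 µM median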
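System: XiGFP fibroblasts, SV40-immortalized. Medium: DMEM plus 5-aza-dC sensitizer. Doses: single point. Timing: 3 d treatment, 15 min room-temperature fixation. Control set: ellipticine 6 µM.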
Cneo AK release – causes C. neoformans cell lysis; adenylate kinase release luminescence, 4 h; normalised: neutral wells 0, clomiphene wells 100; lysis activity, % at 15 µM; 0.2% of 360,000 active; AID 651654;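 active means mean lysis activity across replicates of at least 80%, whatever share of replicates individually reach that level; inactive means mean lysis activity below 80%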
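read-out = cell lysis signal | test system = log-phase Cryptococcus neoformans yeast cells | input = cells at 5 × 10^6 per mL | medium = fresh YPD growth medium | signal = luminescent adenylate kinase detection reagent | timing = 4 h at 37 °C static, read 1 h later | dosing = single dose | controls = Clomiphene as positive lysis control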
PGC1a acetyl inh – modulators of PGC1a acetylation; 0.17% of 350,000 active; inhibition, % at 15.6 µM; U2OS PGC1a acetylation, AlphaScreen anti-acetyl-lysine; with virally co-expressed GCN5 acetyltransferase; AID 651687;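 active means every replicate shows inhibition of at least 40%; inconclusive means mean inhibition at least 40% but some replicate below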;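 further: 0% = neutral control wells and 100% = positive control wells; some results beyond the cut were filed as inactive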
The depositor's hits bear a star; ? = inconclusive; . = not tested or not shown. Only part of the results is shown. The share of hits here may be higher or lower than overall.

SMILES	S100A4 MyoIIA	SIRT5 inh	LGR2 antag	Statin myotox sup	ERAP1 HTS inh	XiGFP reactiv	Cneo AK release	PGC1a acetyl inh
CC(=O)Nc1ccc(N2CCN(C(C)=O)CC2)cc1	-1	2	2	6	-1	.	1	14
O=C(Nc1ccc(-c2nc3cccnc3s2)cc1)c1ccc(Cl)nc1	-11	-4	-38	9	-1	-0.2	.	-13
COc1ccccc1CNC(=O)C1=CCN(S(=O)(=O)c2ccc(C)cc2)CC1	1	-1	7	.	-1	0.2	.	-17
O=C(CN1CCCCCC1)Nc1cc([N+](=O)[O-])ccc1Cl	-5	-2	-4	6	2	0.0	-1	3
CC1(C)C(=O)Nc2ccccc2N1C(=O)COC(=O)/C=C/c1ccc(OC(F)F)cc1	12	-2	-26	.	3	0.3	.	.
O=C(CN1C(=O)C2CC=CCC2C1=O)Nc1ccc(F)c(Cl)c1 (centres undefined)	4	.	-6	-2	0	0.3	-1	0
CCOC(=O)Cc1csc(-n2sc3ccccc3c2=O)n1	-5	-2	-24	47	0	.	5	2
Cc1onc(C(=O)N2CCN(C(c3ccccc3)c3ccccc3)CC2)c1[N+](=O)[O-]	-5	-2	12	10	1	0.0	1	.
CN1CCN(CC(C)(C)NS(=O)(=O)c2ccccc2)CC1	1	.	2	4	-2	0.0	-1	9
C=CCc1ccccc1OCC(O)CN1CCN(CCN2C(=O)c3cccc4cccc(c34)C2=O)CC1 (centres undefined)	-1	2	31	.	0	-0.1	8	.
CCCNC(=O)N1C[C@@H]2[C@H](c3ccccc31)[C@H](CO)N2CC1CCCC1	4	0	-3	-10	1	0.3	-5	-12
COc1ccc(C(=O)NNC(=O)C23CC4CC(CC(C4)C2)C3)c(OC)c1	2	-1	-2	.	4	0.1	-1	-8
Cc1ccc(CS(=O)(=O)CCC(=O)NCCN(C)Cc2ccccc2)cc1	.	.	23	-10	.	.	0	14
CO[C@H]1CN(C)C(=O)c2ccc(NC(=O)C3CC3)cc2OC[C@@H](C)N(CC2CCOCC2)C[C@@H]1C	.	.	12	-3	.	-0.3	.	0
Cc1ccc(NS(=O)(=O)c2ccc(NC(=O)C3CC3)cc2)c(C)c1	-7	-1	14	9	-2	-0.1	0	8
O=C(O)c1ccccc1Sc1ncnc2sccc12	0	-1	-21	-7	-1	-0.1	4	6
CO[C@H]1CN(C)C(=O)c2cc(NC(=O)c3cnccn3)ccc2OC[C@H](C)N(CC2CC2)C[C@H]1C	-1	1	2	.	-1	0.0	.	-1
N/C(=N\OS(=O)(=O)c1ccc2ccccc2c1)c1cccnc1	1	-2	-2	.	-2	0.0	2	.
C[C@H](NC(=O)[C@@H]1Cc2ccccc2CN1)C(=O)NC1CCCC1	1	-3	8	3	1	0.1	4	6
NNC(=O)C(Cc1c[nH]c2ccccc12)NC(=O)c1ccccc1 (centres undefined)	1	1	-6	.	.	0.1	.	.
COc1cc2c(cc1OC)CN(CC(=O)NC(=O)NCc1ccccc1)CC2	3	-2	-1	-1	-4	0.4	0	-11
CCOC(=O)c1nnn2c1nc(N1CCN(C)CC1)c1ccccc12	-11	-1	-10	.	-1	-0.1	.	11
Cc1c(NC(=O)C(C)OC(=O)C23CC4CC(CC(Br)(C4)C2)C3)c(=O)n(-c2ccccc2)n1C (centres undefined)	56	-2	23	.	6	-0.6	.	4
CCNc1nc(OC)nc(N2CCC(Cc3ccccc3)CC2)n1	-2	.	29	.	1	0.0	10	-1
CCOC(=O)C1CCN(Cc2nnnn2CCc2ccccc2)CC1	2	1	-25	.	-1	-0.1	.	.
O=C1CCCN1c1ccc(S(=O)(=O)N2CCCCC2)cc1	-2	-1	0	1	-3	0.0	1	-2
C=CCn1c(SCC(=O)NC2CCCC2)nc2ccccc21	7	.	-10	6	-4	0.2	0	.
CC1(C)CC(=O)C=C(NNC(=O)c2cccnc2)C1	-1	-7	14	.	-1	0.3	18	6
CCN(CC(=O)Nc1ccc(N2CCOCC2)cc1)C(=O)Cc1ccccc1	4	-2	8	-13	-7	0.1	2	-2
Cc1ccc(NC2(C(N)=O)CCCC2)cc1	-5	1	4	-1	3	-0.1	-1	2
Cc1cccc(-n2c(O)c(C=Nc3cc(O)ccc3C)c3ccccc3c2=O)n1	-2	1	-11	19	1	0.4	0	-16
Cc1cc(-n2c(C)cc(C(=O)CN3C(=O)NC4(CCCCC4)C3=O)c2C)no1	-5	-2	-15	6	6	.	0	-10
Cc1ccc(S(=O)(=O)N(C)C[C@H]2Oc3ccc(NC(=O)Nc4ccc5c(c4)OCO5)cc3C(=O)N([C@@H](C)CO)C[C@H]2C)cc1	-32	12	-10	-35	-4	0.0	-2	7
C=CCN1[C@H](C)[C@H](c2ccccc2)Oc2cc(Br)ccc2S1(=O)=O	7	0	4	.	2	-0.1	.	.
CC(C)(C(=O)N[C@H](CO)c1ccccc1)C(=O)N[C@H](CO)c1ccccc1	3	.	-5	3	0	0.0	-4	-16
O=C1CC[C@H](O)CCN1[C@H](CSc1ccccc1)Cc1ccccc1	1	-2	2	8	5	0.0	1	.
C[C@@H]1CN([C@H](C)CO)C(=O)Cc2cc(NS(C)(=O)=O)ccc2O[C@@H]1CN(C)S(=O)(=O)c1cccs1	10	1	-12	1	0	-0.5	-1	-8
CC(C)c1ccc(/C=C2\SC(N3CCOCC3)=NC2=O)cc1	-1	4	1	2	.	0.0	0	.
O=C(CSc1nnc(NC(=O)C2CC(=O)N(c3ccccc3)C2)s1)NC1CCCC1 (centres undefined)	4	0	8	2	0	0.0	-3	-2
Cc1c(NC(N)=O)c(=O)n(-c2ccccc2)n1C	-2	-3	8	.	-3	0.0	.	.
CCOC(=O)c1c(C)n(C)c2c(C)cc(O)c(OC(C)=O)c12	.	.	-2	-14	.	.	1	-2
Cc1ccc(-c2sc(-c3ccccc3)nc2CC(=O)Nc2ccccc2F)cc1	-2	3	.	-6	2	0.3	-1	4
COc1ccc(C)cc1-n1nnnc1SCC(=O)Nc1cccnc1Cl	.	.	25	1	.	-0.4	-2	9
COC(=O)C1=C(C)N(C)C(=NCc2ccccc2)NC1c1ccccc1 (centres undefined)	-6	.	-13	.	-3	-0.1	.	.
N#Cc1cccc(NC(=O)CN2CCN(Cc3ccccc3)CC2)c1	-2	-3	14	-8	-3	-0.1	6	2
CCCCNc1c(-c2cccc(-c3cc(C(C)=O)cs3)c2)nc2ccc(C)cn12	0	.	?	-205	-2	0.0	0	-2
COc1ccc(/C(O)=C2/C(=O)C(=O)N(CCN3CCNCC3)C2c2cccc([N+](=O)[O-])c2)cc1 (centres undefined)	0	4	.	-4	13	0.2	1	.
COc1ccc(/C=N/c2oc(C)c(C)c2C#N)c(OC)c1	-3	.	-1	.	1	0.1	.	8
COc1ccc(NC(=O)Nc2ccc3c(c2)C(=O)N([C@H](C)CO)C[C@@H](C)[C@H](CN(C)C)O3)cc1	3	-1	-6	-3	0	-1.1	0	1
CN(C(=O)c1cccc(NC(=O)Cc2ccc(NC(=O)C3CCCN(C(=O)c4ccccc4)C3)cc2)c1)C1CC1 (centres undefined)	1	0	10	.	0	0.2	.	.
CO[C@@H]1CN(C)C(=O)c2cc(NS(=O)(=O)c3cccc(Cl)c3)ccc2OC[C@@H](C)NC[C@@H]1C	6	-2	8	4	-1	-0.3	0	0
CN(C)CC(=O)N1CC2(C1)[C@@H](c1ccccc1)[C@H](CO)N2C(=O)C1CC1	-2	1	-5	.	-7	?	.	.
Cc1ccc(C)c(NC(=O)c2ccccc2C(=O)c2ccccc2)c1	-1	-4	-10	.	14	0.1	-5	-14
Cc1cc(Cl)ccc1NC(=O)CN1C(=O)C(=O)N(C2CCCC2)C1=O	-3	2	-19	4	4	0.0	-1	5
COc1ccc2c3c(n(C)c2c1)[C@H](CO)N(C(=O)C1CCOCC1)CC31CCN(C(=O)C2CCOCC2)CC1	11	2	14	.	0	0.0	.	.
CCC(=O)NC(=S)NNC(=O)c1ccccc1[N+](=O)[O-]	0	-4	-23	.	0	0.3	.	9
Cc1ccc(OCC(=O)NC(=S)Nc2ccc3c4c(cccc24)CC3)cc1	-3	1	4	.	0	0.1	.	.
CC(C)=C[C@H]1C[C@H](C)[C@H]2CC[C@H](C)c3c(O)c(O[C@H]4OC[C@H](O)[C@@H](O)[C@@H]4O)c(C)c1c32	7	.	.	-4	0	.	3	-6
C=CCn1c(N/N=C/c2ccc(O)cc2)nc2ccccc2c1=O	-3	-2	-21	4	12	0.0	-8	.
CCN(CC(=O)Nc1ccc(NC(C)=O)cc1)C(=O)CCCc1c[nH]c2ccccc12	-1	-2	2	4	-2	0.3	0	.

Of the compounds above, these have an NH in an aromatic ring:
SMILES	S100A4 MyoIIA	SIRT5 inh	LGR2 antag	Statin myotox sup	ERAP1 HTS inh	XiGFP reactiv	Cneo AK release	PGC1a acetyl inh
NNC(=O)C(Cc1c[nH]c2ccccc12)NC(=O)c1ccccc1 (centres undefined)	1	1	-6	.	.	0.1	.	.
CCN(CC(=O)Nc1ccc(NC(C)=O)cc1)C(=O)CCCc1c[nH]c2ccccc12	-1	-2	2	4	-2	0.3	0	.

Following part:
SMILES	S100A4 MyoIIA	SIRT5 inh	LGR2 antag	Statin myotox sup	ERAP1 HTS inh	XiGFP reactiv	Cneo AK release	PGC1a acetyl inh
CO[C@@H](CN(C)C(=O)C1CCOCC1)[C@H](C)CN(C(=O)Nc1ccc(F)cc1)[C@@H](C)CO	-12	-2	-4	8	1	0.0	3	4
CC1CN(S(=O)(=O)c2cccc(C(=O)NCCC3=CCCCC3)c2)CC(C)O1 (centres undefined)	1	1	-10	10	0	0.0	0	.
COc1ccccc1-c1ccc([C@@H]2[C@H](C#N)N[C@@H]2CO)cc1	4	3	-9	26	-1	-0.1	-2	-14
CCc1noc(N)c1C(=O)Nc1ccc(Cl)cc1	3	-2	1	6	-2	0.0	-2	.
Cc1nn(-c2ccccc2)c(Cl)c1/C=C(/CC(=O)O)c1nc2ccccc2s1	-2	.	25	.	2	-0.2	.	.
Cc1nn(CC(=O)Nc2nnc(C(C)C)s2)c(=O)c2ccccc12	2	-2	-12	.	-1	0.0	.	.
CN1c2ccc(-c3ccccc3)cc2[C@H]2[C@H](CCN2S(=O)(=O)c2ccccc2F)[C@H]1CO	-8	5	4	-4	1	0.0	-2	-25
COc1ccccc1N(C)S(=O)(=O)c1ccc(Cl)c(C(=O)NCC2(N(C)C)CCCCC2)c1	24	-4	7	-10	3	0.0	.	-8
COc1ccc(S(=O)(=O)N2CCCCCC2)cc1N	14	-4	-26	.	3	0.0	.	.
Oc1c(Br)cc(Br)cc1CNc1cccc2cccnc12	3	2	-4	22	-1	0.0	1	-7
Cc1ccccc1N1CC(C(=O)Nc2nnc(SCCC3OCCO3)s2)CC1=O (centres undefined)	-4	4	14	4	-4	0.0	-3	3
CCC(c1nc2ccccc2[nH]1)N(Cc1cccnc1)C(=O)c1cc(-c2ccccc2)on1 (centres undefined)	-3	0	-2	-3	1	-0.1	1	3
COc1ccc(/C=N/NC(=O)c2ccc(COc3cccc4cccnc34)cc2)cc1O	-13	-2	-9	-13	0	-0.2	-4	1
